M4 ag: agonists of human muscarinic M4 receptor (CHRM4); P08173; CHO-K1 hM4/Gqi5, Fluo-8 calcium fluorescence; vehicle 0%, full acetylcholine response 100%; activation, % at 3 µM; 0.14% of 360,000 active;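 active = activation above the run mean over all test wells plus 3 SD, cut at about 32% in these data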;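 also: peak over basal fluorescence ratio per well then scaled between controls; 0% = DMSO wells and 100% = acetylcholine at EC100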
CHRM4 antagonist: CHRM4 antagonism in calcium assay. 0.73% of 360,000 active. P08173. inhibition, % at 3 µM. CHO-hM4 cells, ACh EC80, Fluo-8 calcium fluorescence;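 active = inhibition above its plate's cutoff, the mean inhibition of sample wells plus 3 SD, cut at about 27% in these data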;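 also: 0% = acetylcholine EC80 with DMSO and 100% = DMSO without agonist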
M5 PAM: CHRM5 positive allosteric modulation. CHO-K1 hM5, Fluo-8 calcium, ACh EC20 PAM; 0% = ACh EC20, 100% = ACh EC100. activation, % at 3 µM. 0.3% of 360,000 active. AID 624038;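 active = activation above the run cutoff, the mean activation of all test compounds plus 3 SD, cut at about 18% in these data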
Target sequence (P08912 whole entry, looked up): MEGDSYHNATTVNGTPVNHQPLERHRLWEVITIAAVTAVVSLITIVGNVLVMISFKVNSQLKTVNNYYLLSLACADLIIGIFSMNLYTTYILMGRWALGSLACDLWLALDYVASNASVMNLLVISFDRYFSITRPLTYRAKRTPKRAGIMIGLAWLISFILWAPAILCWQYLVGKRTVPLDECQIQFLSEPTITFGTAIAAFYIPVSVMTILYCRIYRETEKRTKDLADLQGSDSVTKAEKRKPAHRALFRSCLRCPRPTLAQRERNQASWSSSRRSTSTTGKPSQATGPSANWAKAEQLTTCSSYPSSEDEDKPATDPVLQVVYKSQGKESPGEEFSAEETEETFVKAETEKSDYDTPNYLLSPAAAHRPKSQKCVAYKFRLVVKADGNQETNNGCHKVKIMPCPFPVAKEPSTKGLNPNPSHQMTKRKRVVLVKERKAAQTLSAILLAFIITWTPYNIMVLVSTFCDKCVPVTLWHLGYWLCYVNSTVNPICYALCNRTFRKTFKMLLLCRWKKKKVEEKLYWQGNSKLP
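Assay system – human M5 receptor in CHO-K1 cells · Read-out – % activation, ACh-normalized · Technique – Fluo-8 calcium fluorescence · Dosing – single-point, 3 µM nominal · Incubation – Fluo-8 loading 80 min at 37 °C plus 30 min room temperature · Repeats – singlicate, one well per test compound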
CHRM4 PAM: positive allosteric modulators of human muscarinic M4 receptor | CHO-K1 hM4/Gqi5, Fluo-8 calcium fluorescence, ACh EC20; 0% = ACh EC20, 100% = maximal ACh | activation, % at 3 µM | 0.4% of 360,000 active;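 active = activation above its plate's cutoff, the mean activation of sample wells plus 3 SD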; also: some results filed as inactive read as strong as hits
CRFR2-BP antag: antagonists of CRF-binding protein/CRF-R2 receptor complex. HEK293 CRF-R2/CRF-BP, CRF-induced calcium fluorescence. 0.59% of 350,000 active. inhibition, % at 11.8 µM;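 active = inhibition of the ligand-induced calcium signal above about 50% at the single tested concentration, limit read from the data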
CHRM5 agonist: CHRM5 agonism in calcium assay | CHO-K1 hM5 cells, Fluo-8 calcium fluorescence; 0% DMSO wells, 100% maximal acetylcholine response | P08912 | activation, % at 3 µM | 0.19% of 360,000 active;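 active = activation above the run's mean over test compounds plus 3 SD, cut at about 23% in these data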;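 also: signal is peak over basal fluorescence ratio across the kinetic read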
CHRM1 PAM: human CHRM1 positive allosteric modulation. P11229. CHO-K1 hM1, Fluo-8 calcium fluorescence, ACh EC20; 0% = ACh EC20, 100% = maximal ACh. activation, % at 3 µM. 0.088% of 360,000 active. AID 588819; in the data active = activation above about 19%, passing the limit was not always enough
Target sequence (P11229 whole entry, looked up): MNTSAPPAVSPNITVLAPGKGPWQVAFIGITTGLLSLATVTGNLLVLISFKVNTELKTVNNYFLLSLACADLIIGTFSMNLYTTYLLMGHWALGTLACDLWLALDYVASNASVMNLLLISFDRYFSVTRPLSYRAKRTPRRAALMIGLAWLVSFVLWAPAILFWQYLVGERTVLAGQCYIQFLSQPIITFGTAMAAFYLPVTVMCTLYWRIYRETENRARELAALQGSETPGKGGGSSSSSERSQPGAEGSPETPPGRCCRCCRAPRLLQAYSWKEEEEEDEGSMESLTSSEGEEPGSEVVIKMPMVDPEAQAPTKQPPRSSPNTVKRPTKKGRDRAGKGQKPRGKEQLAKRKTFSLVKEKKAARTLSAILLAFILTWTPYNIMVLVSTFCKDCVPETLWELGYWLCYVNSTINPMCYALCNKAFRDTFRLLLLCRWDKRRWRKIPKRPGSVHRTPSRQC
CHRM5 antagonist: CHRM5 antagonism in calcium assay; inhibition, % at 3 µM; CHO-hM5 cells, Fluo-8 calcium fluorescence, ACh EC80; P08912; 0.59% of 360,000 active; AID 624040;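 active = inhibition above a per-plate cutoff, the mean of that plate's test compounds plus 3 SD, cut at about 27% in these data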;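 also: 0% = acetylcholine EC80 with DMSO and 100% = DMSO without agonist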
CRFR2-BP ag: agonists of human CRF-binding protein/CRF-R2 receptor complex; HEK293 CRF-R2/CRF-BP, calcium dye fluorescence (FLIPR); percent of saturating CRF peptide response; activation, % at 13.2 µM; 0.46% of 350,000 active; AID 588473;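 active = activation of at least 50%, plus an integration ratio under a set limit after plate pattern correction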;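 also: plate controls were neutral control wells without compound for no effect and CRF at EC100 for full effect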
* hit, by the source's call; . = no result given. Random draw from the library. Share with any hit: about 2.6%.

(1) COc1ccc(-n2cc(CNC3CCC(O)CC3)c(-c3cccc(F)c3)n2)cc1 (stereo not drawn)
(2) C[C@H]1CN([C@@H](C)CO)S(=O)(=O)c2ccc(Br)cc2O[C@@H]1CN(C)S(=O)(=O)c1ccccc1F
(3) CCNC(=S)Nn1cnc2ccccc21
(4) CC(=O)c1cccc(OCCN2C(=O)NC(C)(C)C2=O)c1
(5) C#CCOCCOCCOCCNc1nc(N2CCN(C(=O)[C@H]([C@@H](C)CC)n3cc([C@@H](N)Cc4ccc(O)cc4)nn3)CC2)nc(N2CCN(C(=O)[C@H](Cc3ccc(O)cc3)n3cc([C@@H](N)CC(C)C)nn3)CC2)n1
(6) Cc1cc(C)n2cc(CSc3nncn3C)nc2n1
(7) O=C1OCc2cc(-n3cccc3)ccc21
(8) CCN1CCc2c(C#N)c(NCc3ccccc3)nc(NCCO)c2C1
(9) CCOC(=O)c1nnn(-c2nonc2N)c1CN1CCCCCC1
(10) COc1cc(-c2nc3c(c(C)nn3-c3ccccc3)c3cc(OC)c(OC)cc23)ccc1O
Screen / compound no.	1	2	3	4	5	6	7	8	9	10
M4 ag	4	2	1	2	1	0	2	1	0	1
CHRM4 antagonist	-2	-16	10	4	-7	5	3	2	-6	-6
M5 PAM	-2	-4	1	-5	7	11	4	-3	-1	-1
CHRM4 PAM	0	12	10	10	9	1	3	-4	4	5
CRFR2-BP antag	-2	.	-6	3	6	0	-8	-11	-5	-11
CHRM5 agonist	4	2	1	3	2	0	2	-2	-1	-2
CHRM1 PAM	5	10	2	2	7	-1	8	0	15	3
CHRM5 antagonist	-13	1	-1	2	-2	12	1	1	1	5
CRFR2-BP ag	-0.8	.	0.7	1.4	-1.5	-2.3	-0.1	2.3	-1.3	0.6

Reformatted with each value named: entries from further up.
(5) C#CCOCCOCCOCCNc1nc(N2CCN(C(=O)[C@H]([C@@H](C)CC)n3cc([C@@H](N)Cc4ccc(O)cc4)nn3)CC2)nc(N2CCN(C(=O)[C@H](Cc3ccc(O)cc3)n3cc([C@@H](N)CC(C)C)nn3)CC2)n1
  M4 ag = 1	CHRM4 antagonist = -7	M5 PAM = 7	CHRM4 PAM = 9	CRFR2-BP antag = 6	CHRM5 agonist = 2	CHRM1 PAM = 7	CHRM5 antagonist = -2	CRFR2-BP ag = -1.5

(6) Cc1cc(C)n2cc(CSc3nncn3C)nc2n1
  M4 ag = 0	CHRM4 antagonist = 5	M5 PAM = 11	CHRM4 PAM = 1	CRFR2-BP antag = 0	CHRM5 agonist = 0	CHRM1 PAM = -1	CHRM5 antagonist = 12	CRFR2-BP ag = -2.3

Next part.
(11) C=CCN1C=C/C(=C\C=C(C#N)C#N)c2ccccc21
(12) CCC(=O)Nc1ccc(C(=O)NNC(=O)c2cccc(C)c2)cc1
(13) COc1ccc(N2CCN(CC(O)COc3ccccc3[N+](=O)[O-])CC2)cc1 (stereo not drawn)
(14) O=C1CSC(=S)N1/N=C/c1cccnc1
(15) O=C1CSCC(=O)N1Cc1ccc(Cl)c(Cl)c1
(16) CCn1nnc2cc(C(=O)Nc3ccc(C(=O)OC(C)C)cc3)ccc21
(17) COc1ccc(OC)c(CN2C(=O)CSCC2(C)C(=O)NC(C)C)c1 (stereo not drawn)
(18) C=CCn1c(CCNC(=O)C(C)(C)C)nc2ccccc21
(19) COc1ccc(NC(=O)c2ccc(-c3ccc(-c4noc(C)n4)cc3C)cc2)cc1N1CCN(C)CC1
(20) CC(C(c1ccc2c(c1)OCO2)c1c(N)n(C)c(=O)n(C)c1=O)[N+](=O)[O-] (stereo not drawn)
Screen / compound no.	11	12	13	14	15	16	17	18	19	20
M4 ag	6	1	3	0	0	9	2	1	4	1
CHRM4 antagonist	-6	10	-15	1	7	-6	2	-4	2	3
M5 PAM	-5	-4	-4	12	-5	0	7	0	-8	2
CHRM4 PAM	16	4	-2	0	3	4	7	1	-6	-3
CRFR2-BP antag	1	6	-24	0	-15	-33	.	0	1	-4
CHRM5 agonist	2	-3	-6	3	-8	-1	1	-8	0	2
CHRM1 PAM	-1	-7	-1	6	13	-13	.	4	-3	15
CHRM5 antagonist	6	2	4	-6	7	2	1	5	14	9
CRFR2-BP ag	-1.7	-0.2	-1.0	0.0	-0.2	-1.7	.	0.1	-0.1	-0.3

One compound at a time, as listed above. Screens in order: M4 ag	CHRM4 antagonist	M5 PAM	CHRM4 PAM	CRFR2-BP antag	CHRM5 agonist	CHRM1 PAM	CHRM5 antagonist	CRFR2-BP ag
Shown for `CC(=O)c1cccc(OCCN2C(=O)NC(C)(C)C2=O)c1` : 2	4	-5	10	3	3	2	2	1.4
Shown for `C=CCn1c(CCNC(=O)C(C)(C)C)nc2ccccc21` : 1	-4	0	1	0	-8	4	5	0.1

(cont.)
(21) CCOc1ccc(C2/C(=C(/O)c3ccc(OC)cc3)C(=O)C(=O)N2c2cc(C)on2)cc1OC (stereo not drawn)
(22) O=C(CSc1nnc(-c2cccnc2)o1)NNC(=O)c1ccc(Br)cc1
(23) O=C(Nc1ccc(F)cc1)N1CCC(c2nc3c(nnn3Cc3cccc(Cl)c3)c(=O)[nH]2)CC1
(24) CC(=O)Nc1cccc(NC(=O)C2CCCN2C(=O)Nc2ccc(Cl)cc2)c1 (stereo not drawn)
(25) CCOc1ccccc1CNS(=O)(=O)c1ccc2c(c1)oc(=O)n2C
(26) COc1ccc(NS(=O)(=O)c2ccc(S(=O)(=O)N(C)C)cc2)cc1S(N)(=O)=O
(27) C=CCn1c(SCC(=O)C(C)(C)C)nnc1-c1ccccn1
(28) Cc1ccc(S(=O)(=O)N[C@H](C(=O)N2CCC(C(=O)N[C@@H](CC(=O)O)C(=O)O)CC2)C(C)C)cc1
(29) Cc1c(/C=N/NC(N)=O)c2ccccn2c1C(=O)c1ccc(F)cc1
(30) COc1cc(NS(=O)(=O)c2ccc(N=Cc3c(C)[nH]n(-c4ccccc4)c3=O)cc2)nc(OC)n1
Screen / compound no.	21	22	23	24	25	26	27	28	29	30
M4 ag	1	0	0	1	3	0	2	1	2	2
CHRM4 antagonist	-1	3	5	2	0	18	20	2	5	-1
M5 PAM	5	1	1	7	-3	3	7	2	-9	3
CHRM4 PAM	3	-6	-1	11	-4	-12	3	-4	-3	7
CRFR2-BP antag	-4	-38	12	-14	-4	3	-11	6	-48	24
CHRM5 agonist	-3	-5	-1	0	3	1	1	3	1	1
CHRM1 PAM	-6	6	2	6	1	5	2	0	-7	4
CHRM5 antagonist	-4	0	-3	-12	-6	-4	-7	6	13	-3
CRFR2-BP ag	0.7	3.8	-0.8	1.0	-2.3	-0.2	-0.2	-2.0	-2.0	-0.1

(31) CCn1c(=O)cc(OCC(=O)N2CCN(C(=O)c3ccco3)CC2)c2ccccc21
(32) CN(C(=O)COC(=O)C1CCN(S(=O)(=O)c2c(Cl)cccc2Cl)CC1)C1CCCCC1
(33) CC1=C(C(=O)N(C(C)C)C(C)C)CC(CC(=O)NCc2cccc3ccccc23)C(=O)N1Cc1ccc(F)cc1 (stereo not drawn)
(34) O=C(OCC(=O)N1CCCCC1)c1cc2ccccc2cc1O
(35) O=C(O)c1ccc(CS(=O)(=O)c2cccc(C(F)(F)F)c2)o1
(36) O=C1CC=Nc2ccc([N+](=O)[O-])cc21
(37) CC(NC(=O)c1ccccc1C(=O)O)c1ccc(-n2ccnc2)cc1 (stereo not drawn)
(38) CCOC(=O)c1csc(NC(=O)C2CCCCC2)n1
(39) CC(Sc1ccccn1)C(=O)NC1CCCC1 (stereo not drawn)
(40) Cc1cc(CNC(=O)CCc2nnc(CCCCc3ccccc3)o2)nn1C
Screen / compound no.	31	32	33	34	35	36	37	38	39	40
M4 ag	2	13	0	3	2	0	0	0	0	2
CHRM4 antagonist	7	-17	-2	-5	-13	-3	7	-13	-2	2
M5 PAM	5	-13	0	-1	-6	-5	0	-2	-5	-1
CHRM4 PAM	14	-13	-6	-1	2	-1	-2	9	0	2
CRFR2-BP antag	-15	12	.	-13	-15	-3	17	10	8	28
CHRM5 agonist	1	2	-1	-3	0	1	2	1	4	-1
CHRM1 PAM	11	-9	1	4	3	2	-2	8	7	3
CHRM5 antagonist	1	8	-2	-2	-7	-5	2	6	3	8
CRFR2-BP ag	-2.0	2.2	.	2.5	0.5	0.9	0.3	6.9	0.6	-1.0

(41) CCOc1ccc2nc(NC(=O)C3CSC4(C)CCC(=O)N34)sc2c1 (stereo not drawn)
(42) O=C(COC(=O)c1cccc(S(=O)(=O)N2CCc3ccccc32)c1)Nc1ccc(Cl)cn1
(43) CC(=O)Nc1nc2cc([N+](=O)[O-])ccc2s1
(44) N#C/C(=C\c1cccnc1)C(=O)Nc1ccc(Cl)cc1
(45) O=C(CC(=O)N/N=C\c1ccccc1[N+](=O)[O-])NCCc1ccccc1
(46) CCc1ccc(OCC(=O)NNC(=O)C2CCN(c3ncnc4sc(C)c(C)c34)CC2)cc1
(47) CC(=O)Nc1cc(-c2ccc(N3CCN(C)CC3)cc2)cn2c(-c3ccc(F)c(Cl)c3)cnc12
(48) CN1C(=O)C2(C(C#N)=C(N)N(c3cc(Cl)cc(Cl)c3)C3=C2C(=O)CC(C)(C)C3)c2ccccc21 (stereo not drawn)
(49) Cc1nn(CC(=O)NCC(C)c2ccccc2)c(=O)c2cccn12 (stereo not drawn)
(50) COc1ccc(CC(=O)Nc2c3c(nn2-c2cccc(C)c2C)CS(=O)C3)cc1OC (stereo not drawn)
(51) CC1(C)CC(C(=O)Nc2ccccc2)C(=O)O1 (stereo not drawn)
Screen / compound no.	41	42	43	44	45	46	47	48	49	50	51
M4 ag	6	1	5	1	3	12	2	0	1	0	1
CHRM4 antagonist	-13	-13	-1	6	0	-9	7	-5	0	-1	-3
M5 PAM	-5	2	2	-8	5	-12	-1	4	-5	-5	-1
CHRM4 PAM	7	3	5	-2	-2	-3	2	2	-1	-3	0
CRFR2-BP antag	-13	8	5	-26	-1	9	.	7	14	29	5
CHRM5 agonist	-2	-2	3	-2	-2	6	-3	0	-3	-2	4
CHRM1 PAM	4	4	5	-2	7	-1	12	7	-4	3	8
CHRM5 antagonist	1	-9	6	21	-3	5	6	3	2	4	10
CRFR2-BP ag	0.1	1.1	-1.4	-0.1	0.0	-2.4	.	-1.2	2.2	-0.2	-0.3

Source: PubChem BioAssay
